# Screens deposited in PubChem BioAssay by several laboratories.
# MOR-DOR ag – agonists of OPRM1-OPRD1 heterodimerization, primary screen, cell-based, luminescence; Mu-type opioid receptor (Homo sapiens) + Delta-type opioid receptor (Homo sapiens), …; cells; activation, % at 9.3 µM; actives 0.3% (n = 340,000); in the data active = activation above about 18%;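 note: 0% = vehicle-treated cells and 100% = reference agonist; values of inactives mirror those of a sister screen read the other way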
# PKA-R1A act – activators of PKA-R1A holoenzyme, primary screen, biochemical, fluorescence polarization, Cy5-IP20, bovine R1A, mouse PKAc; PKA-R1A dissociation; scaled: DMSO 0%, 113 µM cGMP 100%; activation, % at 11.4 µM; actives 0.083% (n = 340,000);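 active = percent activation above the mean of all tested compounds plus 3 SD, cut at about 19% in these data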;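 note: higher means more PKAc released from R1A so a rise in polarization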
# Ecoli viability – E. coli V3065 growth inhibition, primary screen, counter-screen for AddAB inhibitor project, absorbance, OD600; 18 h; inhibition, % at 11.9 µM; actives 0.27% (n = 330,000);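 active = inhibition above the campaign's mean inhibition across all tested compounds plus 3 SD, cut at about 9.9% in these data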;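 note: uninfected addAB+ strain grown without phage in ampicillin broth; 0% = DMSO wells and 100% = ciprofloxacin 0.95 µg/ml wells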
# PfHsp90 set2 – growth inhibition of PfHsp90-expressing yeast, primary screen, antimalarial PfHsp90 inhibitor project, S. cerevisiae, BacTiter-Glo luminescence, single point, set 2; BacTiter-Glo ATP, 48 h; yeast lacking PDR1 and PDR3 efflux regulators; inhibition, % at 9.4 µM; actives 0.32% (n = 310,000);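 active = every replicate shows inhibition above about 80%, whatever the replicate mean, limit read from the data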;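 note: 0% = DMSO neutral controls and 100% = 20 µM radicicol positive controls; yeast relying on Plasmodium falciparum Hsp90 in place of its own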
# Tat transport – E. coli Tat export inhibitors, primary screen, MC4100, TorA-mCherry reporter, fluorescence, single point. inhibition, % at 10 µM. actives 0.036% (n = 340,000);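 active = mean replicate inhibition at least 50% and at least half of replicates individually reaching 50%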;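 note: exported cargo escapes ClpAP degradation while cytoplasmic cargo is degraded and loses fluorescence; 0% = median of neutral control wells and 100% = median of NaSCN control wells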
# HTR5A inv ag – HTR5A inverse agonists in luminescence cell assay, primary screen, counter-screen for OPRM1-OPRD1 heterodimer inverse agonist project, full-deck HTS; inhibition, % at 9.3 µM; 5-hydroxytryptamine receptor 5A (Homo sapiens), P47898; HTR5A cell line, inverse agonism; actives 0.083% (n = 340,000); in the data active = inhibition mostly above about 23%, no sharp cut-off; inactive = mostly below about 18%;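 note: 0% = cells with DMSO and 100% = no-cell wells with DMSO; some compounds called inactive have numbers as strong as hits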
# Target sequence (P47898 whole entry, looked up): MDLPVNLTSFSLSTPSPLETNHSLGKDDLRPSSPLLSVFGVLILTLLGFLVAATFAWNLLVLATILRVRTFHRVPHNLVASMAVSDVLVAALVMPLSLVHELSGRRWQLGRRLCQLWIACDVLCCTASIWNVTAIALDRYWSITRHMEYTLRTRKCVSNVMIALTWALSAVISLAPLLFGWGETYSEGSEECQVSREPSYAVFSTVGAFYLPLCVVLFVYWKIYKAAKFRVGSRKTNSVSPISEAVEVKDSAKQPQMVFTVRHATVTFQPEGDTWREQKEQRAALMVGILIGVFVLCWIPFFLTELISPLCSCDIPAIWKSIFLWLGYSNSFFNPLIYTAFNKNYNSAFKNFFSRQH
# AddAB inh – growth inhibition of E. coli expressing H. pylori AddAB, primary screen, AddAB inhibitor project, absorbance; actives 0.29% (n = 330,000); AID 435030, 2010; inhibition, % at 11.9 µM; in the data active = inhibition above about 12%;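 note: 0% = vehicle wells of infected cells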
# MOR-DOR inv ag – inverse agonists of MOR-DOR heterodimerization, primary screen, cell-based, luminescence | AID 504357, 2011 | cell-based MOR-DOR heterodimer luminescence, inverse agonism | Mu-type opioid receptor (Homo sapiens) + Delta-type opioid receptor (Homo sapiens), … | inhibition, % at 9.3 µM | actives 0.21% (n = 340,000); in the data active = inhibition above about 22%, passing the limit was not always enough;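 note: 0% = cells with DMSO and 100% = wells without cells with DMSO; values of inactives mirror those of a sister screen read the other way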
# PKA-R2B activ – activators of PKA-R2B holoenzyme, primary screen, biochemical, fluorescence polarization, Cy5-IP20, human | PKA-R2B holoenzyme dissociation; R2B truncated from residue 108, S112A mutant; 0% DMSO only, 100% 113 µM cGMP | activation, % at 11.4 µM | actives 0.079% (n = 340,000) | AID 504700, 2011;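 active = activation above a cutoff set at the mean over all compounds plus 3 SD, cut at about 18% in these data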;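 note: higher means more holoenzyme dissociation and a rise in polarization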
# Target sequence (P31323 whole entry, looked up, other chains not shown, the tested form may be a part): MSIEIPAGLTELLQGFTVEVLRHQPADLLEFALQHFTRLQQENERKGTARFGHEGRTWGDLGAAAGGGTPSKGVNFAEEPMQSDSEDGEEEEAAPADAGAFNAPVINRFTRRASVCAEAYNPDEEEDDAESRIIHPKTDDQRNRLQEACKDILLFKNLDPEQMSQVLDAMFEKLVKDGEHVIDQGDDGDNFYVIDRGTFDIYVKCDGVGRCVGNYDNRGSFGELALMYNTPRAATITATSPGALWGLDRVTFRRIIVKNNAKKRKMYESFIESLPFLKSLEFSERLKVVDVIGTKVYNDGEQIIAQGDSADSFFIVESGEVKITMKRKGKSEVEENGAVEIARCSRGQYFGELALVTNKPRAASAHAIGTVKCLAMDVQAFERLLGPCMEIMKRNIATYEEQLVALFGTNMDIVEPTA
# phage Ecoli inh – growth loss of phage-infected E. coli, primary screen, RecBCD inhibitor project, absorbance, with phage, HTS; actives 0.26% (n = 360,000); inhibition, % at 11.9 µM; in the data active = inhibition above about 11%
# Mot1-301 SUMO – yeast Mot1-301 growth rescue at high temperature, primary screen, SUMOylation pathway inhibitor project, S. cerevisiae, ATP luminescence, 38.5C | S. cerevisiae Mot1-301 growth rescue; percent above DMSO median, 100 means doubled | growth rescue, % at 18.8 µM | actives 1% (n = 320,000);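 active = every valid replicate shows activation above 250% relative to neutral control wells; inactive = the rest, any valid replicate at or below 250%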;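 note: OY570 slx delta 5 strain wells were the positive control but not used for scaling; some compounds called inactive have numbers as strong as hits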
# * = called active by the depositor; i = inactive; · = not tested or not shown.
SMILES,MOR-DOR ag,PKA-R1A act,Ecoli viability,PfHsp90 set2,Tat transport,HTR5A inv ag,AddAB inh,MOR-DOR inv ag,PKA-R2B activ,phage Ecoli inh,Mot1-301 SUMO
N#CC1=C(SCC(=O)NC2CC2)NC(=O)C(C#N)C12CCCCC2 (centres undefined),0.3,-1,-2.0,·,0,7,-0.1,-2,-5,-1.9,-8
O=C(Nc1ccc(OC(F)(F)F)cc1)N1CCN(c2ccnc3cc(Cl)ccc23)CC1,5.7,-5,-0.5,-22,-3,-5,-0.9,-28,-5,1.0,33
Nc1ccc(C(=O)N/N=C/c2sc(N3CCOCC3)nc2-c2ccccc2)cc1,-1.1,-8,-0.3,-7,-2,-6,-1.3,6,4,3.8,5
COc1ccc(OC)c(N/C=C/C(=C(C#N)C#N)N(C)C)c1,·,·,2.2,0,-3,·,2.3,·,·,5.5,-6
O=C(NNC(=O)c1ccccc1-n1cccc1)c1ccc(Cl)cc1,-1.4,3,-2.4,15,-3,5,3.2,6,-11,0.6,3
CCOC(=O)C1CCCN(Cc2cccc(Oc3ccccc3)c2)C1 (centres undefined),2.1,12,0.0,27,-9,-7,5.3,-10,-6,1.1,-16
CCOC(=O)c1ccc(-c2ccc(C3Nc4ccccc4C(=O)N3O)o2)cc1 (centres undefined),0.0,-6,22*,-9,1,11,21*,0,-4,24*,9
N#Cc1ccccc1Cn1cc(/C=N/Nc2ccc([N+](=O)[O-])cn2)c2ccccc21,4.9,-11,1.7,-27,22,9,2.3,-24,-12,2.6,198
COC(=O)c1ccccc1NC(=O)CN(C)Cc1ccccc1,5.1,-4,1.5,12,6,-3,2.5,-36,10,2.8,i
Cc1ccc(C)c(NC(=O)C2CCN(S(=O)(=O)c3ccc4c(c3)NC(=O)CO4)CC2)c1,-2.5,-8,2.3,-7,-1,7,2.7,12,-1,0.0,-20
CCCCNC(=O)OCCNC(=O)NC,-2.0,0,4.1,·,-4,-3,0.3,10,-1,0.4,-10
COc1ccc(NS(=O)(=O)c2cccc3cccnc23)cc1OC,-1.0,-2,0.3,3,8,1,1.3,5,-4,2.2,-7
COc1ccc(S(=O)(=O)N(CC(=O)NC2CC2)c2ccc(C)cc2)cc1,-2.2,-4,-0.7,30,4,5,1.2,11,-2,3.2,-10
CCOC(=O)c1c(C)[nH]c(C)c1C(=O)COC(=O)c1ccccc1O,-1.9,-12,0.2,-48,5,15,1.0,12,-4,1.2,-15
Nc1c2c(nc3ccn(Cc4ccccc4)c(=O)c13)CCC2,-0.4,-2,0.7,-15,-1,8,0.3,2,-7,5.3,-12
Cc1cccc2c1NC(=O)C2(O)N1CCCC(C)C1 (centres undefined),-1.8,14,-1.0,11,-2,-13,4.8,9,1,1.0,112
CC1(C)CC(=O)C2=C(C1)N(c1ccc(F)cc1)C(=O)C2(O)C(F)(F)F (centres undefined),-1.9,-12,-2.0,24,0,4,1.8,11,13,1.1,564
CCOC(=O)c1cnn(CCOC(=O)c2cccc(F)c2)c1NC(=O)c1cccc(F)c1,-2.5,-3,-0.3,-16,-5,2,1.1,13,0,2.5,-6
CCOc1cc(NC(=O)c2ccco2)c(OCC)cc1NC(=O)Cc1cccc(OC)c1,1.0,-10,2.4,-6,-12,-11,2.6,-4,-1,2.3,1
O=C(COC(=O)CCCc1c[nH]c2ccccc12)Nc1ccc2c(c1)OCO2,-1.7,-10,-0.1,-7,6,5,0.7,10,-8,2.5,-10
CN(CC(=O)Nc1ccc(Cl)cc1F)C1CCS(=O)(=O)C1 (centres undefined),-3.1,2,-3.2,-34,-5,-9,-0.8,12,-1,3.3,6
CCOC(=O)Nc1nc(-c2ccc(Cl)cc2Cl)cs1,1.6,-6,0.9,-7,4,9,5.1,-9,-6,1.1,37
CCc1cccc(C)c1NC(=O)COC(=O)C1CCN(S(=O)(=O)c2ccccc2)CC1,-2.0,12,2.6,·,0,0,1.7,11,-2,4.0,-6
CCC(=O)n1nc(-c2ccc(Cl)cc2)nc1NCc1ccccc1,2.3,0,1.6,-10,0,15,1.7,-13,-12,3.9,-11
CCOC(=O)c1c(NC(=O)c2cccc(N3C(=O)CCC3=O)c2)sc2c1CCN(CC)C2,-2.5,-2,-0.7,13,-3,22,-2.7,10,4,1.7,3
COc1ccc2c(c1)CCc1c(C(=O)NCCCn3ccnc3)noc1-2,-1.3,-2,-1.1,·,3,-21,1.3,7,6,0.9,-4
O=C(Nc1ncccn1)c1cc(-c2cccc(Br)c2)nc2ccccc12,-2.6,-12,-0.2,-16,1,-5,1.1,12,-3,-0.6,31
COc1cc(CN2CCN(S(=O)(=O)c3ccc(F)cc3)CC2)cc(OC)c1OC,-3.4,2,0.7,-7,10,-3,0.8,15,-6,-1.7,-3
CCCc1c(C(=O)N/N=C/c2ccc(OC)c(OCc3ccccc3)c2)nnn1-c1nonc1N,1.2,-3,-1.4,-66,4,4,6.1,-6,-10,3.2,-7
C=CCSc1nnc(CC(OC)OC)n1-c1ccccc1,1.2,0,1.1,21,0,39*,0.6,-9,-3,1.2,-5

# Marked active in phage Ecoli inh (from the list above):
mol | MOR-DOR ag | PKA-R1A act | Tat transport | MOR-DOR inv ag | PKA-R2B activ | phage Ecoli inh | Mot1-301 SUMO
CCOC(=O)c1ccc(-c2ccc(C3Nc4ccccc4C(=O)N3O)o2)cc1 (centres undefined) | 0.0 | -6 | 1 | 0 | -4 | 24* | 9

# Next records follow:
SMILES,MOR-DOR ag,PKA-R1A act,Ecoli viability,PfHsp90 set2,Tat transport,HTR5A inv ag,AddAB inh,MOR-DOR inv ag,PKA-R2B activ,phage Ecoli inh,Mot1-301 SUMO
N#Cc1c2c(c(-c3ccco3)[nH]c1=O)CCCC2,-2.4,-20,-0.9,-2,-1,2,0.6,13,-7,-2.0,104
Cc1cc(C)c(C)c(S(=O)(=O)NCc2ccc(C(=O)N3CCCC3)cc2)c1C,-2.3,3,-0.2,2,2,0,1.9,12,-4,2.3,80
CN(NS(=O)(=O)c1ccc(Cl)cc1)c1nc(C(F)(F)F)nc2ccccc12,-0.1,-6,-0.4,-7,-10,5,2.4,0,-13,1.4,-3
Nc1nc2nccc(-c3ccc(Cl)cc3)n2n1,-1.0,-2,0.3,-5,10,-8,1.4,5,-5,3.1,-3
C=C(C)CSc1nnc2n(C)c(=O)c3c4c(sc3n12)CCC4,-1.0,3,-1.4,·,-7,-7,-1.0,5,-2,-0.2,1
CC(C)CCOc1ccc(C(=O)N2CCN(c3ncccn3)CC2)cc1,-1.2,-3,-0.9,1,0,-17,-0.1,6,1,0.4,7
O=C(Nc1ccccc1N1CCN(C(=O)c2ccccc2)CC1)c1ccc([N+](=O)[O-])o1,4.1,-6,·,27,4,-11,·,-34,-1,3.4,·
CC(=O)c1c(C)n(-c2cccc(Cl)c2)c2ccc(O)cc12,2.3,-5,-0.7,1,0,-15,-0.1,-12,-11,2.0,-8
Cc1cccc(C=Nc2ccccc2C(N)=O)c1,-1.6,-3,2.7,3,0,-10,1.5,9,-5,3.6,-3
COc1ccc(-c2nnn(CC(=O)N3CCOCC3)n2)cc1,0.6,-6,-1.1,·,6,16,1.4,-3,-7,·,-4
COc1ccc(CNC(=O)C2CC(=O)N(C3CCCC3)C2)cc1 (centres undefined),-2.2,1,-1.7,-2,-4,1,-0.9,12,1,0.9,-1
COC(=O)c1ccccc1NC(=O)c1ccnn1C,-1.5,1,1.9,4,1,17,3.5,7,4,2.2,5
COCCN(CCOC)S(=O)(=O)NC[C@H]1O[C@@H](n2cnc3c(N)ncnc32)[C@H](O)[C@@H]1O,-3.3,-11,2.9,-2,10,-12,5.2,15,-10,1.5,-2
O=C(NC(=S)NNC(=O)c1ccccc1O)c1cccc([N+](=O)[O-])c1,-4.0,3,-3.8,11,-8,-13,0.2,20,-4,0.1,368*
COc1cccc(CNC(=O)CCC2CCCN(Cc3ccc(OC(F)F)cc3)C2)c1 (centres undefined),-1.8,0,-1.1,0,-7,2,0.2,9,4,6.1,1
CCN(Cc1nc2ccccc2c(=O)[nH]1)C(=O)CN1C(=O)NC2(CCCCC2C)C1=O (centres undefined),0.3,-2,-1.9,25,-3,25,-1.2,-1,7,7.1,-5
COc1ccc(OC)c(S(=O)(=O)NC2CCSc3ccccc32)c1 (centres undefined),1.6,6,-1.5,-1,-1,-2,0.5,-8,-1,1.9,-28
CCOc1ccc(-n2cc(C(=O)N3CCCCCC3)c3cc(OC)c(OC)cc3c2=O)cc1,1.6,8,-1.6,-16,2,-9,-0.5,-9,-8,1.1,16
COc1ccc(NC(=O)CSc2nc3ccsc3c(=O)n2CCC(=O)O)c(OC)c1,-2.4,0,-0.8,11,-2,10,0.6,13,-1,-0.3,4
CCn1nc(C(=O)OCC(=O)N(CC(C)C)c2c(N)n(Cc3ccccc3)c(=O)[nH]c2=O)c2ccccc2c1=O,1.0,-3,2.1,-2,-7,-1,0.5,-7,1,1.6,-6
COc1ccc(CNC(=O)C2CC(=O)N(c3ccc(OCC(=O)N4C(C)CCCC4C)cc3)C2)cc1 (centres undefined),-2.0,-9,0.0,7,7,5,3.3,8,-6,-0.5,4
Oc1ccccc1/C=N/Nc1nn[nH]n1,-2.1,-3,2.0,2,9,3,0.1,11,-6,2.2,7
C/C(CCc1oc2ccc(Br)cc2c1-c1ccc(C)o1)=N/O,-0.1,-4,-2.8,-2,14,-24,3.1,1,-6,3.5,-2
CC(C)N(C)CCOC(=O)c1ccccc1Br,-2.4,-9,0.8,-5,-2,28,1.5,12,-3,2.3,10
O=C(/C=C/c1ccc(-c2ccccc2[N+](=O)[O-])o1)c1ccco1,2.7,-5,0.6,-26,2,1,-2.1,-14,3,3.5,9
O=C(O)CCn1nnc(-c2ccccc2)n1,·,·,-0.4,-9,8,·,2.1,·,·,3.9,6
COc1cccc(C2C(C#N)=C(N)OC3=C2C(=O)CC(c2ccco2)C3)c1OCc1ccc(F)cc1 (centres undefined),-1.1,1,-0.7,8,4,41,0.9,6,-4,1.1,-8
O=C(c1cc2ccccc2cc1O)N1CCN(c2ccc([N+](=O)[O-])cc2)CC1,0.1,-1,1.2,-11,-6,-19,4.2,-1,-8,-0.4,17
NCCCC[C@H](N)c1nnc([C@H](CCC(=O)O)NC(=O)C2CCNCC2)o1,-1.6,5,-1.9,-6,-6,-28,-0.3,9,-13,0.1,-4
CCCOc1ccc2[nH]c(C(=O)N/N=C/c3cc(OC)c(OC)c(OC)c3)cc2c1,1.1,-2,1.8,8,-1,9,3.0,-5,-4,0.3,78
